Screens from PubChem.
Epigenetic derep = derepresses silenced GFP reporter in murine cells. murine LDR cells, GFP reporter derepression, 30 h. Potency, µM (titrated, usually from 53.9 µM), without a hit: top-dose GFP activation, actives largely listed as activators. actives 0.2% (n = 280,000). AID 1865; further: potency means the concentration at half of the fitted maximal effect; % of control where 0% means no effect; nearly all actives have a fitted effect of over 60% in size
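Readout is the number of GFP-expressing murine LDR cells, counted by cytometry following washing. Cells were treated with compound for 30 h at 37 C; the stably integrated CMV-GFP locus is normally silent.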
TexasRed fluor = alters Texas Red total fluorescence, flagging assay interference; TRb/SRC2 Texas Red total fluorescence interference; Potency, µM (series often up to 106 µM), for the others: top-dose fluorescence change, negative = quenching; actives 0.29% (n = 280,000); active means well fitted curve in either direction with a large enough effect; inconclusive means small, poorly fitted or top-dose-only effect; further: potency means the concentration at half of the fitted maximal effect; on the % scale 0 is the no-effect control and ±100 the full control effect
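Human TRβ ligand-binding domain (0.6 uM) and Texas Red SRC2 peptide (20 nM) in Tris buffer with 1 uM T3 and 5% DMSO were incubated with pinned compound for 5 hr at ambient temperature. Total fluorescence was computed as S + 2P (555/632 nm).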
NPSR antagonist = antagonists of human neuropeptide S receptor cAMP signaling | AID 1461 | actives 1% (n = 220,000) | Potency, µM (series often up to 38.3 µM), for inactives: top-dose activity change, negative = inhibition, actives largely listed as inhibitors | Q6W5P4 | CHO-NPSR cells, cAMP TR-FRET, antagonist mode; further: potency means the concentration at half of the fitted maximal effect; on the % scale 0 is the no-effect control and ±100 the full control effect; nearly all actives have a fitted effect of over 50% in size; many of its hits are not listed in these tables
Target sequence (Q6W5P4 whole entry, looked up): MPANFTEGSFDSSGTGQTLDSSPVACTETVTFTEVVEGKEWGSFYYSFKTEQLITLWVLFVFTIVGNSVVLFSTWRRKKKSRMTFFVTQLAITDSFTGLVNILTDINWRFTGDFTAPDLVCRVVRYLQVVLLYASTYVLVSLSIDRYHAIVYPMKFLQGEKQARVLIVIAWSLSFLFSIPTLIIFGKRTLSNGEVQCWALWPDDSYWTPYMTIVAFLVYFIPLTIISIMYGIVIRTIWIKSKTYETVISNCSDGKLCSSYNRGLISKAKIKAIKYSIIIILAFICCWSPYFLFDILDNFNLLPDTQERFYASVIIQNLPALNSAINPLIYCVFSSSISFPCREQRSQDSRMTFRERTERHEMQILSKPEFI
TRb-SRC2 inh = inhibitors of human thyroid hormone receptor beta-SRC2 interaction | P10828 | TRbeta-SRC2 peptide binding, fluorescence polarization; receptor liganded with 1 µM T3 | Potency, µM (series often up to 106 µM), for the others: at the top dose activity change, negative = inhibition, most hits filed as inhibitors | actives 0.065% (n = 280,000);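 further: potency means the concentration at half of the fitted maximal effect; plate controls were bound peptide for no effect and peptide without receptor for full effect; nearly all actives have a fitted effect of over 50% in size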
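Quantitative HTS by FP: 0.6 uM TRb LBD, 20 nM labeled SRC2 20-mer, 1 uM T3, 5% DMSO; 5 hr ambient incubation; % activity per concentration and potencies from concentration series.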
CBFb RUNX1 block = inhibitors of human CBF-beta and RUNX1 interaction; AlphaScreen CBFb-His/RUNX1-biotin binding, biochemical; 230,000 tested, under 10 active; Potency, µM (titrated, usually from 59.8 µM), for inactives: at the highest dose activity, negative = inhibition, most hits filed as inhibitors; further: % of control where 0% means no effect
Target sequence (Q01196 whole entry, looked up): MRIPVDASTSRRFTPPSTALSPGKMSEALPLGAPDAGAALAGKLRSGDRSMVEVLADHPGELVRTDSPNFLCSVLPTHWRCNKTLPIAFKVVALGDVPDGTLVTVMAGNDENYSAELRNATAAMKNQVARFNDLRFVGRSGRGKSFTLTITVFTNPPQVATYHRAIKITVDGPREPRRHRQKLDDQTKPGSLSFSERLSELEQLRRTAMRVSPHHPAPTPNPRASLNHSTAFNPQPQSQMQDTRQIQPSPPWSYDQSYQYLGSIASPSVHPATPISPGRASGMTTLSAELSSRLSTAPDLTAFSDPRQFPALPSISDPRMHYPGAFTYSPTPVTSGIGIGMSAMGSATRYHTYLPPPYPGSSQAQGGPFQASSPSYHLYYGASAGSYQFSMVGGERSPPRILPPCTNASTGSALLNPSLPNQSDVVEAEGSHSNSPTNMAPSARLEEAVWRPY
Target sequence (Q13951 whole entry, looked up): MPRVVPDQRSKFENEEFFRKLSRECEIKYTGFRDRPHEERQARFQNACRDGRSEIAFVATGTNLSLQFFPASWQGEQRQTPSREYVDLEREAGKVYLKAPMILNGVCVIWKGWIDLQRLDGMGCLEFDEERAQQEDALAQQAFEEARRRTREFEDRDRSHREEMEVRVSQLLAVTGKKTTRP
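Read-out: AlphaScreen. Format: His-CBF-beta with biotinylated RUNX1 (30 nM each) preincubated 20 min, compound 15 min, Ni-chelate plus streptavidin beads 90 min; room temperature throughout.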
Tau fibril FP = blocks human tau fibril formation measured by polarization; K18 P301L tau heparin fibrillization, Alexa594 FP, 6 h; Potency, µM (top dose mostly 57.7 µM), without a hit: at the top dose activity, negative = inhibition, most hits filed as inhibitors; actives 0.39% (n = 280,000); AID 1468; further: potency means the concentration at half of the fitted maximal effect; on the % scale 0 is the no-effect control and ±100 the full control effect; nearly all actives have a fitted effect of over 55% in size
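Heparin (20 uM) drove fibril formation of recombinant tau K18 P301L, 15 uM unlabeled with 0.24 uM Alexa 594 label, for 6 hr at 37 C in 100 mM sodium acetate pH 7. Fluorescence polarization (555/632 nm) read 1 hr after 30 uM ThT.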
Tau fluor counter = counter-screen for tau fibril formation inhibitors. tau K18 P301L (four-repeat tau fragment) Alexa594 fluorescence, heparin fibrillization. Potency, µM (titrated, usually from 57.7 µM), for inactives: at the top dose activity change, negative = decrease. actives 0.93% (n = 280,000); further: potency means the concentration at half of the fitted maximal effect; on the % scale 0 is the no-effect control and ±100 the full control effect; nearly all actives have a fitted effect of over 55% in size
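Human K18 P301L tau (15 uM unlabeled plus 0.24 uM Alexa 594-labeled, final) in 100 mM sodium acetate pH 7 was mixed with compound and 20 uM heparin and incubated 6 hr at 37 C.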
GLA spleen mod = inhibits or activates alpha-galactosidase in human spleen homogenate; P06280; human spleen homogenate, 4MU-alpha-Gal fluorescence, 40 min; Potency, µM (doses to about 80 µM), without a hit: at the top dose activity change, negative = inhibition, actives largely listed as inhibitors; actives 0.008% (n = 240,000); AID 2107;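 further: potency means the concentration at half of the fitted maximal effect; 0% = enzyme with vehicle and -100% = no enzyme basal signal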
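Fluorogenic readout (Ex 365/Em 440 nm) of 4-methylumbelliferone released from 1 mM 4-MU-alpha-galactoside by spleen homogenate, 40 min at 37C, pH 5.0. Data normalized to no-enzyme and enzyme controls; Hill-equation AC50 from compound titrations.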
* = called active by the depositor; ? = inconclusive; . = no result given; [ ] = another dose, or the depositor's remark. Unless noted, the call rests on the fitted dose curve; in most records, active means well fitted curve in the direction sought with a large enough effect; inconclusive means small, poorly fitted or top-dose-only effect, or another doubt; inactive means no such curve, though single readings can be large; an effect the other way counts as inactive or inconclusive. Some of the compounds tested; rates above refer to the full screens.

No.	Compound	Epigenetic derep	TexasRed fluor	NPSR antagonist	TRb-SRC2 inh	CBFb RUNX1 block	Tau fibril FP	Tau fluor counter	GLA spleen mod
1	COc1cc(NS(=O)(=O)c2ccc(NC(=S)NC(=O)c3ccco3)cc2)nc(OC)n1	-4.3%	-3%	-19%	3%	?	-2%	?	-5%
2	COc1ccc(Cc2nnc(NC(=O)Cn3cnc4c3c(=O)n(C)c(=O)n4C)s2)cc1	0.0%	2%	-8%[46.1 µM]	-4%	6%	11%	-1%	0%
3	CC(=O)NCCC(=O)N1CCCC(CNC(=O)c2ccc(-c3ccccc3)cc2)C1 (stereo not given)	0.0%	1%	7%	3%	5%	1%	4%	0%
4	CCCSc1nc2ccccc2n1CC(=O)O	-0.1%	-2%	-10%	5%	9%	-8%	-4%	-2%
5	CC(C)CC(=O)N=C1SC2CS(=O)(=O)CC2N1CCc1ccccc1 (stereo not given)	-1.3%	-4%	-13%[46.1 µM]	-17%	15%	-3%	-2%	-14%
6	CNC(=O)C1CCN(C(=O)N2CC(C)Oc3ccc(C)cc32)CC1 (stereo not given)	1.4%	4%	.	-5%	.	7%	-12%	.
7	O=C(CSc1nc2c([nH]c3ccccc32)c(=O)n1-c1cccc(Cl)c1)NCc1ccccc1	0.0%	0%	.	4%	.	-7%	-21%	.
8	Cc1nnc2ccc(-c3cccc(NC(=O)c4ccco4)c3)nn12	-0.2%	3%	5%	-4%	0%	-1%	-6%	6%
9	CC(C)C(C(=O)NC(C)(C)C)N1C(=O)c2ccccc2C1=O (stereo not given)	0.0%	0%	-17%[46.1 µM]	-9%	0%	1%	-9%	-10%
10	COc1ccc(NC(=O)CSc2nc3nc(C)c(Cc4ccccc4)c(C)n3n2)cc1OC	-2.2%	0%	.	-3%	.	7%	-21%	.
11	OC1(c2cn(Cc3ccccc3)nn2)CCCCC1	0.2%	-2%	7%[46.1 µM]	0%	5%	4%	-3%	10%
12	CC1C/C(=N/NC(=O)c2cccc(F)c2)c2ccc(O)cc2C1 (stereo not given)	1.2%	-3%	-16%[46.1 µM]	3%	0%	-10%	-11%	2%
13	CCn1c(SCc2ccc(C(=O)Nc3nccs3)cc2)nnc1-c1ccc(NC(C)=O)cc1	-1.5%	1%	-10%[46.1 µM]	-8%	-8%	-3%	-16%	-12%
14	COc1ccc(Cl)cc1NC(=O)CSc1nc2c([nH]c3ccccc32)c(=O)n1-c1ccccc1	?	-6%	.	6%	.	?	-28%	.
15	Cc1nn(C)c(=O)n1-c1ccccc1	-0.5%	0%	10%	1%	-8%	4%	0%	4%
16	CCOC(=O)c1cnc(-c2ccccc2)nc1Oc1ccc(Cl)cc1	-3.4%	-3%	2%[46.1 µM]	-2%	2%	-6%	2%	-4%

Single values from the results shown.
`CC1C/C(=N/NC(=O)c2cccc(F)c2)c2ccc(O)cc2C1` (stereo not given) | Epigenetic derep: 1.2%
`OC1(c2cn(Cc3ccccc3)nn2)CCCCC1` | Tau fibril FP: 4%

Going on with the list.
No.	Compound	Epigenetic derep	TexasRed fluor	NPSR antagonist	TRb-SRC2 inh	CBFb RUNX1 block	Tau fibril FP	Tau fluor counter	GLA spleen mod
17	O=C(NNC1=C(C(=O)C(F)(F)F)CCC1)c1ccncc1	-2.9%	-1%	-7%	2%	0%	2%	-11%	10%
18	COc1cccc(NC(=O)C2CCC(CNS(=O)(=O)c3cccs3)CC2)c1 (stereo not given)	-1.1%	0%	-10%	-5%	0%	-5%	-17%	5%
19	C=CCn1cc(/C=C2/NC(=O)NC2=O)c2ccccc21	15%	-3%	-5%	6%	31%	9%	-20%	-4%
20	CCSc1ncc(/C=N/Nc2ccc(F)cc2)n1C	-3.2%	-1%	-21%[46.1 µM]	-1%	-14%	5%	?	4%
21	Cc1ccc(C(=O)OCC(=O)N(C)C2CCS(=O)(=O)C2)cc1[N+](=O)[O-] (stereo not given)	8.3%	4%	25%	1%	4%	-2%	-5%	4%
22	Cc1ccc(NNC(N)=S)cc1Cl	0.0%	0%	17%	1%	16%	-12%	-8%	9%
23	Cc1nc2sccn2c(=O)c1S(=O)(=O)Nc1cc(C(F)(F)F)ccc1Cl	5.6%	-1%	.	-3%	.	7%	-10%	.
24	CC1CCN(C(=O)c2ccc(N3C(=O)C4CCC(C)CC4C3=O)cc2)CC1 (stereo not given)	-1.4%	0%	1%[7.67 µM]	7%	6%	9%	6%	-7%
25	O=C(CNC(=O)c1ccccc1)Nc1cccc(C(F)(F)F)c1	-1.0%	-1%	5%	-11%	1%	-6%	-11%	5%
26	COc1ccc(-c2nc(SCC(=O)NCc3ccccc3Cl)n[nH]2)cc1	2.1%	0%	.	-3%	.	-8%	-12%	.
27	CN(CCc1ccccn1)C(=O)CCC1CCCN(C(=O)c2c3c(nn2C)CCCC3)C1 (stereo not given)	-1.0%	4%	-19%	6%	6%	-2%	-7%	-2%
28	CC1(C)[C@H]2CC=C(CN3CCC(N4CCC(C(=O)N5CCCC5)CC4)CC3)[C@@H]1C2	2.3%	0%	-5%	7%	2%	-3%	-3%	-11%
29	Cn1c(NCc2ccco2)nc2c1c(=O)n(Cc1ccc(Cl)c(Cl)c1)c(=O)n2C	1.3%	-1%	?	-4%	-2%	?	?	9%
30	Cc1ccc(C(=O)Oc2oc(-c3ccco3)nc2C=Nc2ccc(Cl)cc2)cc1	0.4%	-5%	-29%[46.1 µM]	5%	4%	-15%	-6%	5%
31	CCCc1nc2ccccc2n1CCOC	-2.3%	-1%	-9%[46.1 µM]	-10%	1%	-7%	-1%	-4%
32	CCOC(=O)c1cc(-c2ccc(C#N)cc2)nc2c1c(C)nn2CCC#N	-1.0%	0%	-8%[46.1 µM]	-1%	13%	-5%	-13%	1%
33	CCc1nnc(NC(=O)CSc2nnc(-c3ccc(NS(=O)(=O)c4ccccc4)cc3)o2)s1	-1.1%	-2%	-19%	3%	-23%	-6%	?	-8%
34	Cc1ccc2c(c1)C(c1ccccc1)N(C(=O)c1ccc(S(=O)(=O)N3CCOCC3)cc1)CC(=O)N2 (stereo not given)	-1.3%	-1%[53 µM]	-7%	-3%[53 µM]	-6%	-1%	1%	3%
35	COC(=O)c1ccc(C)c(-n2c(C)cc(C=O)c2C)c1	-1.9%	2%	15%	7%	?	-1%	-10%	-5%
36	CCN(CC)CCn1c(SCC(=O)NCc2ccccc2)nc2c(sc3ccccc32)c1=O	0.1%	-1%	?	-4%	5%	2%	-9%	8%
37	Cn1ccnc1SCC(=O)c1ccc(O)cc1	-3.3%	-1%	-16%	-4%	0%	4%	-2%	-8%
38	CCN1CCc2nc3ccccc3c(C(=O)Nc3ccc(F)cc3)c2C1	15%	0%	-17%	-4%	7%	-6%	-12%	11%
39	CC/C(C)=N/O	.	1%	.	0%	4%[21.7 µM]	.	.	5%
40	COC(=O)c1sc(=S)n(-c2ccccc2OC)c1N	1.0%	-1%	6%[46.1 µM]	3%	0%	1%	-16%	-10%
41	CCc1ccc(-n2nc(CO)c(C(=O)NCCc3ccccc3)n2)cc1	-3.9%	0%	.	-2%	.	-7%	-4%	.
42	CCCn1ccc2c(OCC(=O)Nc3cc(C)ccc3C)cccc2c1=O	2.7%	2%	.	-2%	.	-4%	-21%	.
43	COC(=O)C(CCSC)NC(=O)c1cc2c(n(-c3ccc(OC)cc3)c1=O)CC(C)(C)CC2=O (stereo not given)	-1.2%	6%	.	-6%	.	-5%	-10%	.
44	C1=C(c2ccccc2)Nc2nnnn2C1	0.0%	-4%	-10%[46.1 µM]	-11%	-4%	0%	1%	5%
45	Cc1cc(C)nc(NS(=O)(=O)c2ccc(NC(=O)CSc3nc(-c4ccccc4)c(C#N)c(=O)[nH]3)cc2)n1	-1.1%	-1%	4µM*	-8%	0%	-2%	-4%	-15%
46	Cc1cc2ncn(/N=C/c3ccc4c(c3)OCO4)c2cc1C	?	0%	?	-10%	?	-2%	-15%	-5%
47	CCC(CC)C(=O)N1N=C(c2ccc(NS(C)(=O)=O)cc2)CC1c1ccccc1 (stereo not given)	-1.0%	-1%	?	0%	11%	-3%	-27%	?
48	Cc1ccc(C)c(-n2c(Cc3cc(=O)[nH]c(=O)[nH]3)nnc2SC(C)C)c1	0.7%	-5%	-4%[46.1 µM]	2%	4%	-2%	2%	2%
49	CC(=O)N(C(C)=O)c1c(N2CCOCC2)c2ccccc2oc1=O	2.4%	0%	-5%[46.1 µM]	-7%	-1%	1%	5%	-2%
50	CCOC(=O)c1c(-c2ccccc2)csc1NC(=O)COc1ccc2c(C)cc(=O)oc2c1	0.0%	-1%	-16%	-7%	-3%	10%	2%	6%
51	CC(c1nc2ccccc2o1)N1C(=O)c2ccccc2C1=O (stereo not given)	1.2%	-5%	-1%[46.1 µM]	3%	8%	3%	1%	-2%
52	CCOc1ccc(NC(=O)C(=O)NCCc2sc(-c3ccc(C)cc3)nc2C)cc1	0.0%	0%	.	-1%	.	2%	1%	.
53	Cc1ccc2c(c1)[C@@H]1CN(C)CC[C@@H]1N2S(=O)(=O)c1ccc([N+](=O)[O-])cc1	0.0%	-1%	7%[46.1 µM]	-1%	-8%	-5%	1%	7%
54	CCOC(=O)N1CCN(c2cc(=O)n(Cc3ccc(F)cc3)c(=O)[nH]2)CC1	-1.0%	-4%	-6%[46.1 µM]	-1%	2%	1%	8%	-1%
55	O=C(O)CC1S/C(=N\N=C2CCCCCCC2)N(c2ccccc2)C1=O (stereo not given)	-1.0%	-1%	-9%	-8%	-6%	6%	7%	-6%
56	CCOc1ccc(NC(=O)C(C)n2c(=O)cc(-c3ccccc3)c3c(C)nn(C)c32)cc1 (stereo not given)	0.0%	0%	.	-1%	.	3%	10%	.
57	COc1ccc(C(=O)NC2CCN(C(=S)Nc3cc(C)ccc3C)CC2)cc1	-2.4%	-2%	-4%[46.1 µM]	-1%	4%	-7%	-14%	0%
58	CCn1c(Cc2c(C)[nH]c3ccccc23)nnc1SCC(=O)NCc1ccco1	-1.2%	0%	-12%[46.1 µM]	-4%	-11%	2%	-5%	-3%
